Screening results as filed in PubChem BioAssay.
TDP1 cell noCPT – qHTS for Inhibitors of human tyrosyl-DNA phosphodiesterase 1 (TDP1): qHTS in cells in absence of CPT. DT40 Tdp1-/- hTDP1 cells, no CPT, ATP luminescence, 48 h. Potency, µM (series often up to 46.2 µM), inactives show at the top dose activity change, negative = growth inhibition, usual class: inhibitors. 420,000 compounds, 15% hits. AID 686978, 2013; active = well fitted inhibition curve with a large enough effect; inconclusive = small, poorly fitted or top-dose-only effect; also: nearly all actives have a fitted effect of over 55% in size
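Readout: luminescence from CellTiter-Glo after 30 min in the dark at RT. Cells: DT40 Tdp1-/- with stable hTDP1, 400/well. Exposure: compounds alone, ≥48 hr, 37 °C.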
The depositor's hits bear a star; ? = inconclusive. % is scaled to controls: 0 for no effect and ±100 for the full control effect; potency is read from the fitted curve at half-maximal effect.

no.	Compound	TDP1 cell noCPT
1	Brc1ccc[n+](CCC2CCCCC2)c1	10µM*
2	CCCCSc1nc2c([nH]1)c(=S)n(C)c(=O)n2C	1.2µM*
3	COc1ccc(NS(=O)(=O)c2cc([N+](=O)[O-])ccc2N/N=C/c2c(C)[nH]c3ccccc23)cc1	23µM*
4	CN(C)C(=O)c1cccc(-c2cnc3c(NC=O)cc(-c4cc(F)c(F)c(F)c4)cn23)c1	?
5	CC(C)(C(=O)c1ccccc1)/[N+]([O-])=C/c1ccccc1F	1%
6	Cc1cc(/C=C2\C=Cc3ccccc32)ccc1N(C)C	-21%
7	CCN(C(=O)COC(=O)/C=C/c1ccc(OC)c(OC)c1)c1c(N)n(Cc2ccccc2)c(=O)[nH]c1=O	7%
8	O=[N+]([O-])c1ccc(NN=CC2CCCCCC2)c([N+](=O)[O-])c1	13µM*
9	O=C(Nc1cccc2c1[nH]c(=O)c1ccccc12)C(F)(F)F	?
10	Cc1ccc(NC(=O)CC[C@H]2O[C@@H](n3cnc4c(NC(=O)c5ccccc5)ncnc43)[C@H](O)[C@@H]2O)cc1C	-1%
11	O=C(NNC(=O)c1ccc2ccccc2c1)c1cccc(Br)c1	12%
12	COc1ccc(OC)c(C(=O)CC2(O)C(=O)N(Cc3ccccc3C)c3ccccc32)c1 (configuration not stated)	5.8µM*

Four of these compounds in another layout.
6) Cc1cc(/C=C2\C=Cc3ccccc32)ccc1N(C)C
  TDP1 cell noCPT = -21%
2) CCCCSc1nc2c([nH]1)c(=S)n(C)c(=O)n2C
  TDP1 cell noCPT = 1.2µM*
7) CCN(C(=O)COC(=O)/C=C/c1ccc(OC)c(OC)c1)c1c(N)n(Cc2ccccc2)c(=O)[nH]c1=O
  TDP1 cell noCPT = 7%
12) COc1ccc(OC)c(C(=O)CC2(O)C(=O)N(Cc3ccccc3C)c3ccccc32)c1 (configuration not stated)
  TDP1 cell noCPT = 5.8µM*

Following part
no.	Compound	TDP1 cell noCPT
13	O=C1CC(c2ccccc2)Oc2ccc(Cl)cc21 (configuration not stated)	?
14	O=C1CCn2c1c(O)c1ccccc1c2=O	-6%
15	CCOC(=O)c1cc(OCC)c2c(ccc3ccccc32)n1	?
16	Cn1c(=O)c2ncn(C)c2n(C)c1=O	-20%
17	COc1ccc(CN2CCN(C(C)=O)CC2)cc1OC1CCN(C(=O)c2ccc3ccccc3n2)CC1	-7%
18	COCCN(C(=O)c1cc(CN2C(=O)c3ccccc3C2=O)ccc1OC)c1c(N)n(CC(C)C)c(=O)[nH]c1=O	14%
19	COC(=O)N(C)C[C@@H]1OCc2cnnn2CCCC(=O)N([C@@H](C)CO)C[C@H]1C	-2%
20	Cc1cccnc1Oc1ncccc1N	-3%
21	c1coc(C2=NC(c3ccco3)C(c3ccco3)N2)c1 (configuration not stated)	-27%
22	CCc1nc(N)nc(N)c1-c1ccc(N(C)Cc2ccccc2)c([N+](=O)[O-])c1	0.65µM*
23	CC(CC=O)CCCC(C)(C)O (configuration not stated)	-22%
24	CNC[C@H]1Oc2cc(Br)ccc2S(=O)(=O)N([C@H](C)CO)C[C@H]1C	-7%

Among those listed so far, 3 contain fluorine.
no.	Compound	TDP1 cell noCPT
4	CN(C)C(=O)c1cccc(-c2cnc3c(NC=O)cc(-c4cc(F)c(F)c(F)c4)cn23)c1	?
5	CC(C)(C(=O)c1ccccc1)/[N+]([O-])=C/c1ccccc1F	1%
9	O=C(Nc1cccc2c1[nH]c(=O)c1ccccc12)C(F)(F)F	?

(cont.)
no.	Compound	TDP1 cell noCPT
25	C[C@@H]1CN([C@@H](C)CO)C(=O)CCCn2nncc2CO[C@H]1CN(C)C(=O)Nc1ccc(F)cc1	-22%
26	CCCCNC(=O)C[C@@H]1C[C@@]2(C(=O)OC)CC(C)(C)CC=C2N(Cc2ccccc2)C1=O	?
27	OC(c1ccccc1)c1ncc(-c2ccc(Oc3ccccc3)cc2)[nH]1 (configuration not stated)	18µM*
28	COc1ccc(S(=O)(=O)N2CCC[C@H]2C(=O)N2CCC[C@H]2C(=O)NCc2ccccc2)cc1C	?
29	O=C(Nc1ccc2c(c1)OCO2)c1cc(C2CCCN(C(=O)C3CCCCC3)C2)on1 (configuration not stated)	?
30	CC1(C(=O)NS(=O)(=O)c2cccs2)CCN1C(=O)Cc1ccccc1 (configuration not stated)	2%
31	COCC(=O)Nc1cc(C(=O)NC2C3CC4CC2CC(O)(C4)C3)cc2nc(-c3ccccc3)n(C)c12 (configuration not stated)	-5%
32	Cc1cc(Br)c2nc(-c3ccccc3)c(Cc3cccc(Cl)c3)n2c1	?
33	COC(=O)C1CSC2c3ccccc3C(=O)N12 (configuration not stated)	?
34	CSc1nc(N)nc2c1ncn2C1OC(CO)CC1O (configuration not stated)	?
35	CC(C)CCC[C@@H](C)[C@H]1CC(=O)C2=C3CC[C@H]4C[C@@H](O)CC[C@]4(C)[C@H]3CC[C@@]21C	?
36	C=CCC[C@@H](CCCCC)OC(=O)/C=C/[C@@H](O)[C@H](O)C[C@@H](O)CC=C	?
37	CC(=O)Nc1ccc(-c2ccnc3c2CC(C)(C(=O)Nc2ccc4c(c2)OCO4)O3)cc1 (configuration not stated)	?
38	COCCNC(=O)c1ccc2c(c1)S(=O)(=O)c1ccccc1C2=O	-10%
39	NC(COCc1ccccc1)c1csc(Nc2nncc3ccccc23)n1 (configuration not stated)	21µM*
40	CC(=O)c1cccc(NC(=O)c2cc(S(=O)(=O)N3CCCCC3)ccc2N2CCOCC2)c1	?
41	CCOC(=O)C1=CCC(c2ccc(Cl)cc2)N(S(=O)(=O)c2ccc(C)cc2)C1 (configuration not stated)	18µM*
42	CC1(C(=O)Nc2cccc(OC(F)(F)F)c2)Cc2c(-c3cccc(C(N)=O)c3)ccnc2O1 (configuration not stated)	21µM*
43	Cc1cc(Cl)ccc1N(CC(=O)N(C)Cc1ccccc1)S(C)(=O)=O	-30%
44	COc1ccc(-c2cc(NC(C)=O)c3ncc(-c4ccc(OC)c(OC)c4)n3c2)c(OC)c1	21µM*
45	CON=C(C(=O)NC1C(=O)N2C(C(=O)O)=C(CSc3nc(=O)c(=O)[nH]n3C)CSC12)c1csc(N)n1 (configuration not stated)	13%
46	Cc1ccccc1N=Nc1c(O)[nH]c2ccccc12	?
47	CC1=Nc2ccccc2/C1=C(/C)c1c(C)[nH]c2ccccc12	?
48	CCC(=O)NCCCc1nc(-c2ccccc2)no1	-9%

New compounds follow:
no.	structure	TDP1 cell noCPT
49	N#Cc1ccc(C(=O)Nc2cc(S(=O)(=O)N3CCOCC3)ccc2N2CCOCC2)cc1	-1%
50	CCCCCCCSc1ncnc2[nH]ncc12	?
51	CC1=C(C(=O)OCC(Br)(Br)Br)C(c2cccc([N+](=O)[O-])c2)NC(=O)N1CCCC(=O)O (configuration not stated)	-8%
52	Cc1nc(C(=O)N(Cc2cc3ccc(F)cc3nc2N2CCC(O)CC2)CC2CCCO2)cs1 (configuration not stated)	-25%
53	COc1ccc(CN2CC[C@H]3C=CC[C@@H](C(=O)NC4CCCCC4)[C@H]3C2=O)cc1OC	-21%
54	C[C@H]1CN([C@@H](C)CO)C(=O)CCCn2nncc2CO[C@H]1CN(C)C(=O)C1CC1	?
55	COc1ccc(S(=O)(=O)NC(=O)C2(C)CCN2C(=O)c2ccccc2CCc2ccccc2)cc1 (configuration not stated)	4%
56	CCn1cc(/C=C(\NC(=O)c2ccccc2OC)C(=O)NCCN2CCOCC2)c2ccccc21	?
57	CC1(C(=O)NS(=O)(=O)c2cccc(F)c2)CCN1C(=O)Cc1cc(F)ccc1F (configuration not stated)	8%
58	CCOC(=O)C(C)N1c2cccc3cccc(c23)S1(=O)=O (configuration not stated)	-19%
59	COc1ccc(-c2nc3c(Cl)cc(C(F)(F)F)cn3c2Cc2ccccc2C(F)(F)F)cc1OC	-18%
60	Cc1ccc(S(=O)(=O)N(CC(=O)NCCSCc2ccco2)c2cc(C)ccc2C)cc1	?

Reformatted with each value named: part of the list above
#58 CCOC(=O)C(C)N1c2cccc3cccc(c23)S1(=O)=O (configuration not stated)
  TDP1 cell noCPT: -19%

#57 CC1(C(=O)NS(=O)(=O)c2cccc(F)c2)CCN1C(=O)Cc1cc(F)ccc1F (configuration not stated)
  TDP1 cell noCPT: 8%

Going on with the list.
no.	structure	TDP1 cell noCPT
61	CCc1c(Nc2ccccc2C)nc(N)[nH]c1=O	-8%
62	COc1ccc(NC(=O)C2Cc3c(-c4cccc(F)c4)ccnc3O2)cn1 (configuration not stated)	16µM*
63	CC(=O)Nc1ccc(-c2ccnc3c2CC(C)(C(=O)Nc2cccc(C(C)=O)c2)O3)cc1 (configuration not stated)	16µM*
64	Cc1cccc(NC(=O)C2CCCN(S(=O)(=O)c3c(C)nn(C)c3C)C2)c1 (configuration not stated)	?
65	CC(C)(C)c1ccc(CC(=O)N2CCC2(C)C(=O)Nc2cccc3cccnc23)cc1 (configuration not stated)	23µM*
66	Cc1ncnc2nc[nH]c12	1.8µM*
67	CC(=O)N1C[C@H]2CON(C)[C@H]2C[C@H]1c1ccccc1Br	0%
68	CCN(CC)C(=O)C1=C(C)N(CCC2=CCCCC2)C(=O)C(CC(=O)NCc2cccc3ccccc23)C1 (configuration not stated)	?
69	C[C@H](CO)N1C[C@H](C)[C@H](CN(C)C(=O)Nc2cccc(C(F)(F)F)c2)OCc2cnnn2CCCC1=O	-28%
70	O=c1cc(-c2ccccc2)ss1	-28%
71	COC(=O)c1ccc2nc(-c3cccc(Cl)c3)c(Cc3cccc(Cl)c3)n2c1	?
72	CN(C)c1ccc(/C=C/c2cccc3cc4ccccc4nc23)cc1	0.13µM*
73	Cc1csc(NC(C)c2nc3cc(C(F)(F)F)ccc3n2CCCO)n1 (configuration not stated)	?
74	CC(C)N1CCCC(C)(C(=O)Nc2cccc(Oc3ccccc3)c2)C1 (configuration not stated)	13µM*
75	COCCNc1nc(NCCOC)c2sc(-c3ccccc3)cc2n1	26µM*
76	C[C@H]1CN(S(=O)(=O)C(C)(C)C)[C@H](CCO)/C1=C\c1ccccc1	-11%
77	Cc1nc2c(OCCN3C(=O)c4ccccc4C3=O)cccn2c1N(C)C(=O)CCC1CCCC1	7%
78	COc1ccc(O)c(CN2CCC3(CC2)c2ccccc2[C@@H](NC(=O)c2cccc(F)c2)[C@@H]3OC)c1	16µM*
79	CN(CC(=O)Nc1ccc(Cl)cc1)C(=O)CN1C(=O)C2CCCCC2C1=O (configuration not stated)	-24%
80	NC(=S)NN=C1Cc2cccc3cccc1c23	-19%
81	COc1ccc(OC)c(N(CC(=O)Nc2cccc3ccccc23)S(C)(=O)=O)c1	-4%
82	CCN(CC)c1nc(NNC(=O)c2ccccc2)nc(N(CC)CC)n1	?
83	Cc1ccc(NC(=O)c2cc(S(=O)(=O)N3CCOCC3)ccc2Cl)cc1S(=O)(=O)N1CCOCC1	?
84	Cc1cccc(C)c1NC(=O)CN1CCN(C(=O)CNC(=O)Cc2cccc3ccccc23)CC1	15µM*
85	O=C(Nc1cccc(C(=O)O)c1)/C(=C\c1ccccc1)NC(=O)c1ccc(Br)o1	-21%
86	COc1ccc(Cn2c(=O)oc3ccccc32)cc1	-21%
87	O=c1[nH]c(=O)n(CCCc2ccccc2)cc1-c1ccccc1	-26%
88	COc1ccc(CSC(=S)NNc2ccccc2)cc1	18µM*
89	O=C(O)CNC(=O)CNC(=O)CNC(=O)CSC(=O)c1ccccc1	-2%
90	O=C(Nc1ccc(OC(F)(F)F)cc1)c1cc(S(=O)(=O)N2CCCCC2)ccc1N1CCOCC1	?
91	CCCCn1c(N)c(N(CCC(C)C)C(=O)CSc2nc3ccccc3n2C)c(=O)[nH]c1=O	-18%
92	COc1ccc(OC)c(C(=O)CSc2nnc(C3CC3)n2C2CC2)c1	-28%
93	CCOc1ccc(-c2cc(C(=O)Nc3cccc(C(F)(F)F)c3)[nH]n2)c(C)c1	?
94	O=CN1CCN(C=O)C(O)C1O (configuration not stated)	3%
95	COc1ccccc1C(=O)NNC(=O)c1ccc(O)cc1	-13%
96	CCCCNC(=O)C[C@@H]1C[C@@]2(C(=O)OCC)CCC=C2N(CCC2=CCCCC2)C1=O	?
97	CCCN1C(=O)C(=O)N(CC(=O)N2c3ccccc3NC(=O)CC2C)C1=O (configuration not stated)	1%
98	Cc1cc[n+](C2CCCCC2)cc1	16µM*
99	O=C(Nc1ccc(C(=O)N2CCCC2)cc1)c1ccccc1	?
100	O=c1n(Cc2ccccc2)c(O)c2n1Cc1ccccc1N=C2c1ccccc1	?
101	COC(=O)C1C2CC3c4[nH]c5cc(OC)ccc5c4CCN3CC2CC(O)C1OC (configuration not stated)	-17%
102	CN1CCCN(Cc2ccc(Cl)cc2Cl)CC1	-22%
103	O=C1OC(CN(Cc2ccccc2)Cc2ccccc2)CN1N=Cc1ccc([N+](=O)[O-])o1 (configuration not stated)	9.2µM*
104	Cc1ccc(S(=O)(=O)Oc2ccccc2-c2ccccc2)cc1	13µM*
105	Cc1ccc(Cn2c(C(C)Nc3nc(C)cs3)nc3cc(Cl)c(Cl)cc32)cc1 (configuration not stated)	?
106	CC(=O)Oc1ccc([C@@H]2COc3c(ccc4c3C=CC(C)(C)O4)C2)c(OC(C)=O)c1	?
107	O=c1[nH]c(=S)[nH]c2nccnc12	-16%
108	NC(Cc1ccccc1)c1csc(Nc2ccc(C(=O)NCCO)cc2)n1 (configuration not stated)	?
109	CCCCN1C(=O)C(CC(=O)NCc2ccco2)CC(C(=O)N(C(C)C)C(C)C)=C1C (configuration not stated)	-1%
110	NC(CSC1(c2ccc(Cl)cc2)c2ccccc2-c2ccccc21)C(=O)O (configuration not stated)	-27%
111	CCOC(=O)Cn1c(CN(C)Cc2ccccc2)nc2c1c(=O)n(C)c(=O)n2C	12µM*
112	O=C(/C=C/c1ccc(O)c(O)c1)O[C@@H]1C[C@@](OC(=O)/C=C/c2ccc(O)c(O)c2)(C(=O)O)C[C@@H](O)[C@@H]1O	?
113	O=C(NCc1ccc(F)cc1)c1cc(C2CCCN(C(=O)c3ccc4ccccc4c3)C2)on1 (configuration not stated)	16µM*

Only part of the results is shown, so the mix of outcomes need not match the whole.
